Screens: PubChem BioAssay, several laboratories
Avidin fluor: green autofluorescence of compounds with avidin beads – biophysical, 488/530 nm, flow cytometry, artefact control, profiling panel. compound fluorescence 488/530 nm; stronger effect = higher value. AID 1775, 2009. fluorescence (KMESF) at 10 µM. 220,000 compounds, 0.38% hits; in the data active = fluorescence above about 47; note: inactives centre near 10
RGS7-Gao reg: RGS7-Galphao binding modulators, primary screen, biochemical, multiplexed bead flow cytometry; actives lie on both sides; binding response (% of control), % at 10 µM; 220,000 compounds, 0.35% hits; in the data active = binding response below about 49% or above about 150%; inconclusive = no clear call, values can overlap the other calls; inactive = in between;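 note: fluorescent Galphao held in activated GDP-AlF4 state binding bead-coupled RGS7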
Target sequence (P09471 whole entry, looked up): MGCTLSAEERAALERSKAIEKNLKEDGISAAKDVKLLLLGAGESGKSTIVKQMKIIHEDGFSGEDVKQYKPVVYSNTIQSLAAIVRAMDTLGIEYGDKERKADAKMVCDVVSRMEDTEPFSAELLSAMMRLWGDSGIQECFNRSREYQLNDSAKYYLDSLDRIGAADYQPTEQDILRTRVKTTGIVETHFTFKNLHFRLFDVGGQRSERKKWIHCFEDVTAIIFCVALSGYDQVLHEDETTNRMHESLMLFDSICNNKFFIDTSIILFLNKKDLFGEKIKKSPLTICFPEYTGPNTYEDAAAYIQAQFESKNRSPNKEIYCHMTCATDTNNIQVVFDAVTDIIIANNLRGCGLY
Mcl1-Bid inh: Mcl-1/Bid binding inhibitors, primary screen, biochemical, TR-FRET, 1536-well | Induced myeloid leukemia cell differentiation protein Mcl-1 (Homo sapiens), Q07820 | TR-FRET Mcl-1/Bid-Dy647 peptide binding | inhibition, % at 21.7 µM | 220,000 compounds, 0.97% hits;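 active = compounds that cut the binding signal by more than half at the single screening dose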;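 note: His-tagged Mcl-1 with europium anti-His antibody binding Bid BH3 peptide; 0% = Mcl-1 plus peptide wells and 100% = peptide-only wells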
Target sequence (Q07820 whole entry, looked up): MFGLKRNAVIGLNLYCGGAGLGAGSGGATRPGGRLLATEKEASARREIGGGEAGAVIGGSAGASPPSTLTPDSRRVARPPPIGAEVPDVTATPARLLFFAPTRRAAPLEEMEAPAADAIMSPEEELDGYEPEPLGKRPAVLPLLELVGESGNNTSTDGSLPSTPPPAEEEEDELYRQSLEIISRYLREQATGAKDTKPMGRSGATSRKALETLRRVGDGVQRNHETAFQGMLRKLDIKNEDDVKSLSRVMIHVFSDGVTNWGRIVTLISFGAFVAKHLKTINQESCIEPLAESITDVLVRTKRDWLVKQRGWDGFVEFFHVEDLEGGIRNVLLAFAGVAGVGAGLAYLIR
RGS4-Gao reg: modulators of RGS4 binding to Galphao, primary screen, biochemical, multiplexed bead flow cytometry | 220,000 compounds, 0.33% hits | AID 1415, 2008 | Guanine nucleotide-binding protein G(o) subunit alpha (Homo sapiens), P09471 | actives lie on both sides | binding response (% of control), % at 10 µM; in the data active = binding response below about 49% or above about 150%; inactive = in between;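 note: fluorescent Galphao activated with aluminum fluoride binding bead-coupled RGS4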
Mcl1-Noxa inh: Mcl-1/Noxa binding inhibitors, primary screen, biochemical, TR-FRET, 1536-well. Induced myeloid leukemia cell differentiation protein Mcl-1 (Homo sapiens), Q07820. TR-FRET Mcl-1/Noxa peptide binding, 2 h. inhibition, % at 21.7 µM. 220,000 compounds, 1.5% hits;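 active = compounds that cut the protein-peptide binding signal by more than 50% relative to plate controls in a single-dose test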;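 note: His-tagged Mcl-1 with rhodamine Noxa BH3 peptide and terbium anti-His antibody; 0% = Mcl-1 plus Noxa peptide wells and 100% = peptide-only wells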
Pf gametocyte: late stage P. falciparum gametocyte viability inhibitors, primary screen, ATP luminescence, HTS | 150,000 compounds, 0.065% hits | P. falciparum stage V gametocytes, 24 h | inhibition, % at 10.9 µM | AID 743093, 2013;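 active = inhibition above the mean plus 3 SD of compounds within the control limits, set per campaign, cut at about 38% in these data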;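 note: 0% = DMSO wells and 100% = medium only without gametocytes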
Bim-Mcl-1: inhibitors of Bim peptide binding to Mcl-1, primary screen, biochemical, bead-based flow cytometry, multiplex; Bim peptide-Mcl-1 binding; inhibition, % at 10 µM; AID 1009, 2008; 190,000 compounds, 0.1% hits; in the data active = inhibition above about 40%;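 note: 0% = no compound tracer wells and 100% = peptide blocker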
ABCB1 inh: ABCB1 efflux pump inhibitors, primary screen, cell-based, multiplex, flow cytometry, ABCG2 counter-screen; CCRF-Adr cells, JC-1 efflux; 190,000 compounds, 0.067% hits; inhibition, % at 6.6 µM; AID 1326, 2008; ATP-dependent translocase ABCB1 (Homo sapiens), P08183; in the data active = inhibition above about 40%;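 note: 0% = vehicle and 100% = reference inhibitor; higher value means more JC-1 retained so stronger ABCB1 efflux block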
GSH bead fluor: compound fluorescence on glutathione beads, profiling panel, artefact control, biophysical, 488/530 nm, flow cytometry; GSH beads flow cytometry, compound fluorescence 488/530 nm; stronger effect = higher value; fluorescence (KMESF) at 10 µM; 190,000 compounds, 0.25% hits; AID 1776, 2009; in the data active = fluorescence above about 89;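 note: glutathione beads carrying GST-tagged Bcl family fusion proteins plus one bare bead set; values are compound well signal with DMSO vehicle wells as background; inactives centre near 16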
RGS8-Gao reg: RGS8-Galphao binding modulators, primary screen, biochemical, multiplexed bead flow cytometry | 220,000 compounds, 0.34% hits | AID 1423, 2008 | Guanine nucleotide-binding protein G(o) subunit alpha (Homo sapiens), P09471 | response (percent of control binding), % at 10 µM | actives lie on both sides; in the data active = response below about 60% or above about 140%; inactive = in between;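 note: Galphao activated as the GDP aluminium fluoride complex binding bead-coupled RGS8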
ABCG2 block: ABCG2 efflux pump inhibitors, primary screen, multiplex with ABCB1, IgMXP3 cells, flow cytometry. JC-1 efflux. inhibition, % at 6.6 µM. 190,000 compounds, 0.1% hits. AID 1325, 2008;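 active = inhibition above 80%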;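 note: 0% = DMSO and 100% = nicardipine control wells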
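test system = two drug-resistant human cell lines, ABCG2 and ABCB1 | amount = 3 million cells/mL final, two lines in 1:1 ratio | reagent = JC-1 transporter substrate | doses = one concentration, 6.6 µM final | incubation = 10 min at 25 °C | signal = flow cytometric JC-1 green MFI at 530 nm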
The depositor's hits bear a star; ? = inconclusive; nt = not tested or not shown. Random draw from the library; overall some 3.3% were active at least once.

SMILES	Avidin fluor	RGS7-Gao reg	Mcl1-Bid inh	RGS4-Gao reg	Mcl1-Noxa inh	Pf gametocyte	Bim-Mcl-1	ABCB1 inh	GSH bead fluor	RGS8-Gao reg	ABCG2 block
Cc1cc(NC(=O)c2cc([N+](=O)[O-])cc([N+](=O)[O-])c2C)no1	5	77.8	-83.1	84.3	35.6	7.4	-2.0	-0.3	12	78.6	0.8
CCOC(=O)c1ccccc1NC(=O)Cn1cnc2c(cnn2-c2ccc(F)cc2)c1=O	8	98.4	-4.9	99.6	-1.4	nt	2.0	0.7	4	99.1	2.9
CCCC(=O)Nc1cc(C)c(NC(=O)c2ccncc2)cn1	11	101.1	-16.3	107.6	-1.9	nt	0.0	0.7	7	103.7	1.8
O=C(C1CC(c2ccc(F)cc2)=NO1)N1CCc2ccccc2C1 (centres undefined)	6	101.9	2.0	102.3	15.7	nt	3.0	0.8	17	103.5	1.0
Cc1noc(C)c1C(=O)N1CCOCC1	10	100.6	-10.7	98.9	0.4	-1.6	0.0	0.5	10	99.6	1.1
C/C(=N\NC(=O)C1CC1)c1ccccc1O	11	?	-9.4	104.7	7.3	-28.9	-3.0	0.5	16	102.8	32.5
Clc1ccc(-n2ncc3c(N4CCCCCC4)ncnc32)cc1	5	97.2	-6.8	99.1	7.4	nt	-3.0	0.3	25	96.9	3.7
COc1ccc(OC)c(NC(=O)Cn2c(=O)oc3ccccc32)c1	35	98.2	-1.7	99.8	-12.6	nt	0.0	-0.6	24	98.6	-3.1
CCn1cnc2sc(C(=O)Nc3ccccc3OC)c(C)c2c1=O	8	?	-50.4	94.7	-1.2	5.3	nt	nt	nt	98.5	nt
CC(C)CCN(CCC(C)C)CC(O)Cn1c2ccccc2c(=O)c2ccccc21 (centres undefined)	6	?	-9.7	110.0	26.5	-19.8	nt	nt	nt	108.0	nt

3 compounds from above, arranged by their value in Mcl1-Noxa inh, lowest first:
structure	Mcl1-Noxa inh
CCCC(=O)Nc1cc(C)c(NC(=O)c2ccncc2)cn1	-1.9
O=C(C1CC(c2ccc(F)cc2)=NO1)N1CCc2ccccc2C1 (centres undefined)	15.7
CC(C)CCN(CCC(C)C)CC(O)Cn1c2ccccc2c(=O)c2ccccc21 (centres undefined)	26.5

The list goes on.
SMILES	Avidin fluor	RGS7-Gao reg	Mcl1-Bid inh	RGS4-Gao reg	Mcl1-Noxa inh	Pf gametocyte	Bim-Mcl-1	ABCB1 inh	GSH bead fluor	RGS8-Gao reg	ABCG2 block
CNC(=O)C1CC(=O)N(CCc2ccc(OC)c(OC)c2)C(=Nc2ccc(F)cc2)S1 (centres undefined)	10	105.3	-11.2	102.3	-6.0	nt	-2.0	-0.3	11	102.6	8.5
CCCS(=O)(=O)Nc1cccc(-c2nc3cccnc3s2)c1	5	?	-9.8	102.8	-13.2	11.4	nt	nt	nt	101.6	nt
COCCNC(=O)CN(C(=O)c1ccc(N2CCCC2)nc1)c1ccccc1	21	100.0	-11.4	107.6	3.6	nt	0.0	0.5	12	109.6	5.1
O=C(NC(=O)c1ccc(F)cc1)Nc1nc(-c2cccs2)cc(C(F)(F)F)n1	8	100.0	-4.0	100.3	-22.3	nt	-1.0	0.5	17	99.8	2.8
COc1ccc(NC(=O)CC(c2ccccc2)c2ccco2)cc1 (centres undefined)	9	?	-21.5	103.5	1.7	14.6	0.0	-0.1	17	104.5	1.6
O=C1CC(c2ccc(Br)cc2)NC(c2ccc(Br)cc2)C1c1ccccc1 (centres undefined)	16	92.3	-11.9	95.9	13.7	nt	-6.0	-0.3	15	102.8	-2.2
c1ccc(CSc2nc3ccccc3[nH]2)cc1	6	?	15.5	92.3	2.8	-16.7	nt	nt	nt	99.8	nt
CCOC(=O)c1c(C)n(C)c2ccc(O)c(CN(CC)CC)c12	16	88.4	-20.9	88.3	-1.1	6.8	-2.0	-0.2	9	95.1	-0.4
C=CCNc1nc(S(=O)Cc2ccc(C)cc2)nc2c1CCCC2 (centres undefined)	9	101.3	1.3	103.7	-3.0	8.5	1.0	0.1	12	104.3	3.7
Cc1nn(Cc2ccccc2)c(Cl)c1C(=O)NCc1ccco1	9	?	-37.6	100.0	16.7	-2.8	-2.0	1.5	14	101.4	10.6
CC(=O)Oc1ccc2c(=O)c(Oc3ccccc3)coc2c1OC(C)=O	10	70.5	-103.9	74.4	25.6	nt	0.0	-1.5	10	82.1	-17.0
COc1ccc(CCCC(=O)NC2CCCCC2)cc1	10	100.0	-13.1	100.8	15.2	16.5	0.0	0.1	12	99.4	0.1
O=C(c1ccc2c(=O)n(C3CCCC3)c(=S)[nH]c2c1)N1CCCCCC1	9	103.0	-25.5	103.8	9.2	15.1	-2.0	0.2	20	103.2	8.7
Cc1nn(C(=O)CNC(=O)c2ccccc2)c(C)c1C	10	104.2	-10.3	101.9	-9.2	-11.4	2.0	-0.1	25	100.5	3.7
COc1ccc(C(CNC(=O)c2cncc(Br)c2)N(C)C)cc1 (centres undefined)	6	94.3	-18.9	100.8	-9.3	20.6	3.0	0.2	9	101.7	0.5
Nc1ncnc(NC2CCS(=O)(=O)C2)c1[N+](=O)[O-] (centres undefined)	6	?	-0.9	90.5	-7.6	14.5	nt	nt	nt	91.8	nt
CS(=O)(=O)N1CCC(C(=O)NCCC2=CCCCC2)CC1	10	102.8	-25.1	99.6	-21.8	nt	1.0	0.1	6	100.0	-0.1
Cc1cc(N2CCN(C3CCCCC3)CC2)n2nc(C)nc2n1	6	96.4	-6.7	94.9	-2.4	nt	-3.0	1.9	13	92.6	6.1
COc1cc(/C=C(\C#N)c2nc3ccccc3s2)ccc1OCC(=O)Nc1ccccc1	4	100.2	78.3*	100.9	17.0	nt	0.0	-4.4	15	103.3	-16.5
CN(C)c1ccc(C(CNC(=O)c2ccccc2Br)c2c[nH]c3ccccc23)cc1 (centres undefined)	17	99.6	-54.7	99.3	77.5*	-0.3	-4.0	nt	10	99.6	6.5
CCOC(=O)NC1C=CS(=O)(=O)C1 (centres undefined)	4	103.7	-23.1	99.1	11.3	-14.9	2.0	0.4	25	100.6	2.3
CCOc1ccc(/C=N/NC(=O)CC(=O)NCc2ccccc2)cc1	11	84.2	-2.2	89.8	2.6	-5.5	0.0	0.2	33	103.9	2.7
CC(C)Oc1cc(NC(=O)CS(=O)(=O)CC(=O)N(C)C)c(Cl)cc1Cl	3	98.2	-12.4	98.3	14.2	nt	0.0	0.1	10	96.2	1.1
Cc1ccc([N+](=O)[O-])c(OCCN2CCCCCC2)c1	14	99.2	-1.6	105.2	19.0	11.6	-2.0	0.1	10	103.4	1.3
COC(=O)c1cn(CC(=O)NC2CCCCC2)c2ccccc12	10	96.5	-8.8	100.5	9.5	nt	-4.0	0.2	43	97.1	2.5
COCC(C)NC(=O)/C=C/c1ccc(OC)cc1 (centres undefined)	8	101.1	0.4	103.2	14.3	nt	-1.0	-0.1	16	101.2	1.0
CC(=O)Nc1ccc(OCC(O)CN2CCN(S(=O)(=O)c3ccc(NC(C)=O)cc3)CC2)cc1 (centres undefined)	6	96.6	-27.2	99.0	-8.5	nt	0.0	-0.1	39	98.3	0.1
CSCCC(NC(=O)c1ccc(Cl)cc1)C(=O)OCC(=O)Nc1ccc(C#N)cc1 (centres undefined)	21	97.4	-21.9	99.4	0.7	-4.5	-3.0	0.3	11	98.4	46.9
Cc1cc(NC(=O)Cn2nc(C(F)(F)F)c3c2CCC3)no1	15	96.2	-39.1	98.2	1.6	nt	-5.0	-0.2	30	104.9	0.6
Cn1cccc1C(=O)C(=O)Nc1ccccc1C(F)(F)F	11	97.8	-12.2	97.6	-3.7	-2.2	0.0	0.7	16	100.8	3.6
Cc1ccc(C)n1-c1ccc(C(=O)NN)cc1	23	105.0	-41.6	103.7	-7.2	-36.9	-6.0	-0.2	8	109.2	-4.9
COc1cccc(C2[C@H](C)C3(CCN2C)OCCO3)c1 (some centres undefined)	12	102.8	-15.7	100.5	31.4	-7.9	-4.0	-0.2	15	103.3	-3.0
Cc1cc(C)nc(/N=C(\NC(=O)C(C)(C)C)Nc2ccccc2)n1	7	?	2.8	100.5	11.6	14.0	nt	nt	nt	101.6	nt
CC1(C(=O)NCc2cc(F)cc(C(F)(F)F)c2)C=CC2(CCCCC2)N1C(=O)c1ccccc1 (centres undefined)	10	101.1	-2.5	97.8	-11.6	23.2	-1.0	0.2	17	97.9	0.0
COC(=O)C1CCN(C(=O)C(C)Oc2ccc(Cl)cc2Cl)CC1 (centres undefined)	57*	137.9	-17.2	108.5	11.4	nt	0.0	1.7	28	102.5	2.5
c1ccc(NCc2nnc3n2CCCCC3)cc1	26	101.6	-32.3	102.2	1.7	nt	-7.0	0.1	25	105.6	10.2
COc1ccc(NC(=O)C(OC(=O)c2ccc([N+](=O)[O-])o2)c2ccccc2)cc1Cl (centres undefined)	14	99.4	2.4	101.1	27.5	-48.6	-3.0	10.0	12	104.2	1.3
O=C(CCN1C(=O)/C(=C/c2ccccc2Cl)SC1=S)NNC(=O)c1cccnc1	7	?	-7.9	102.0	15.8	-3.9	nt	nt	nt	102.9	nt
COc1ccc(NC(=O)N2CCC(n3nnc4cc(C)ccc43)CC2)cc1	7	97.3	-4.5	96.3	5.2	nt	-4.0	1.6	24	102.1	7.2
COC(=O)C(Cc1ccccc1)NC(=O)CSc1nc(C)cc(=O)[nH]1 (centres undefined)	24	100.5	-1.1	98.5	7.2	nt	-3.0	0.6	15	98.2	3.0
COc1ccc(-c2coc3cc(OC)cc(O)c3c2=O)cc1	13	100.5	-6.0	99.2	6.9	11.6	-2.0	0.7	11	100.4	9.0
CC(=O)NCCC(=O)N1CCc2c([nH]c3ccccc23)C1c1cccc(C)c1 (centres undefined)	11	104.7	-21.5	101.0	7.9	nt	0.0	0.4	53	102.8	5.1
Cc1cc(C)nc(SCc2ccc(C(=O)NN=C3CCCC3)cc2)n1	7	96.5	-8.3	96.1	10.5	nt	0.0	-2.0	13	98.4	12.2
CCc1nc2sc3c(Cl)ncnc3c2c2c1CCCC2	8	?	15.5	101.4	-13.0	nt	nt	nt	nt	100.7	nt
